High-throughput results from PubChem BioAssay.
DRD3 agonist – qHTS of D3 Dopamine Receptor Agonist: qHTS; D(3) dopamine receptor (Homo sapiens), P35462; D3R DiscoveRx beta-arrestin cells, luminescence, 90 min; max activation, %; 0.58% of 410,000 active; in the data active = max activation above about 30%; also: 0% is about no effect; mostly tested at two doses, the higher about 12 µM
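Agonist mode: compounds and dopamine controls were applied to plated cells for 90 min at 37 degrees C after an overnight attachment at 1500 cells/well. Luminescent read-out followed 30 - 60 minutes at room temperature with DiscoveRx detection reagent.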
DRD3 antagonist – qHTS of D3 Dopamine Receptor Antagonist: qHTS. D3R cells, DiscoveRx beta-arrestin luminescence, antagonist mode; stronger effect = lower value. AID 652054, 2013. D(3) dopamine receptor (Homo sapiens), P35462. 2.5% of 360,000 active. max response, negative = inhibition, %; in the data active = max response below about -50%; inconclusive = no clear call, values can overlap the other calls; also: % is scaled to controls: 0 for no effect and ±100 for the full control effect; mostly tested at two doses, the higher about 12 µM
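Cells plated overnight at 1500 cells/well, then exposed to library compounds with dopamine controls for 90 minutes at 37 degrees C. DiscoveRx reagent added for 30–60 minutes at room temperature; luminescence read, quantitative HTS format.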
GLP1R inv ag – qHTS of GLP-1 Receptor Inverse Agonists (Inhibition Mode). HEK293 GLP-1R CRE-luciferase, luminescence, 24 h; GLP-1R form is constitutively active. Potency, µM (doses to about 38.3 µM), without a hit: top-dose activity change, negative = inhibition, actives largely listed as inhibitors. 1.6% of 410,000 active. AID 624417, 2012; also: potency is read from the fitted curve at half-maximal effect; % is scaled to controls: 0 for no effect and ±100 for the full control effect; nearly all actives have a fitted effect of over 55% in size
Target sequence (P43220 whole entry, looked up): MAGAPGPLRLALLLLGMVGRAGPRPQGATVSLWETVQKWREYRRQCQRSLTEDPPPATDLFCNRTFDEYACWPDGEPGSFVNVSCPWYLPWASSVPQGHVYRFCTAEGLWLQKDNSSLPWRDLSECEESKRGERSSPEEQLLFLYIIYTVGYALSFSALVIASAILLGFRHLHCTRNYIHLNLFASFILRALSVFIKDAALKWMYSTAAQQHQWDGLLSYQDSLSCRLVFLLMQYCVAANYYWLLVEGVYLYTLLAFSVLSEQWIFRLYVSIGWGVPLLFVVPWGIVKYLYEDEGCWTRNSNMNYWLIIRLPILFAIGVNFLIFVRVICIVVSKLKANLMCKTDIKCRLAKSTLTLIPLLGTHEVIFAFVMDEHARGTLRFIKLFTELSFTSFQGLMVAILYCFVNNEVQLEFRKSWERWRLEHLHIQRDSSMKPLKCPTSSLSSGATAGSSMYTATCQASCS
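HEK293 cells stably co-expressing a cAMP-responsive luciferase reporter and constitutively active GLP-1R were seeded, incubated 12 h, then exposed to compounds for 24 h at 37 C. Luminescence was read 12 min after detection reagent; inverse agonists lower signal.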
GLP1R cytotox – qHTS of GLP-1 Receptor Inverse Agonists: Cytotox Screen; 0.13% of 410,000 active; Potency, µM (doses to about 38.3 µM), for the others: at the top dose activity change, negative = inhibition, usual class: inhibitors; HEK293 cAMP-luciferase reporter cells, luminescence, 24 h; AID 624418, 2012;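 also: loss of luciferase light is scored as toxicity; potency is read from the fitted curve at half-maximal effect; % is scaled to controls: 0 for no effect and ±100 for the full control effect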
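Step one: seed cells (200 cells/uL, DMEM with 10% Nu serum, 1% pen-strep). Step two: 12-hour incubation at 37 deg C. Step three: pin 23 nL compound, incubate 24 hr. Step four: add luciferase reagent, read luminescence 12 min later.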
PI5P4K alpha inh – qHTS for Inhibitors of phosphatidylinositol 5-phosphate 4-kinase (PI5P4K); Phosphatidylinositol 5-phosphate 4-kinase type-2 alpha (Homo sapiens), P48426; PI5P4Kalpha enzyme, ADP-Glo luminescence, 60 min; stronger effect = lower value; max response, %; 1.2% of 330,000 active; AID 652105, 2013; active = max response of -50% or lower; inconclusive = between -30% and -50%; inactive = -30% or higher; also: value at the top dose of about 77 µM; % is scaled to controls: 0 for no effect and ±100 for the full control effect
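Enzyme plus substrate dispensed, test compounds pinned in, then ATP (5 microM final) added. After 60 min at RT, ADP-Glo reagent 1 for 45 min and reagent 2 for 30 min preceded luminescence imaging.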
PLK1 PBD block – qHTS for Inhibitors of PLK1-PDB (polo-like kinase 1 - polo-box domain): Primary Screen; Serine/threonine-protein kinase PLK1 (Homo sapiens), P53350; Plk1 PBD binding of FITC phosphopeptide, fluorescence polarization; Potency, µM, without a hit: max response, negative = inhibition, usual class: inhibitors; 2.8% of 360,000 active; AID 720504, 2013; also: potency is read from the fitted curve at half-maximal effect; series mostly up to about 57 µM; % is scaled to controls: 0 for no effect and ±100 for the full control effect; nearly all actives have a fitted effect of over 65% in size
Target sequence (P53350 whole entry, looked up, the tested form may be a part): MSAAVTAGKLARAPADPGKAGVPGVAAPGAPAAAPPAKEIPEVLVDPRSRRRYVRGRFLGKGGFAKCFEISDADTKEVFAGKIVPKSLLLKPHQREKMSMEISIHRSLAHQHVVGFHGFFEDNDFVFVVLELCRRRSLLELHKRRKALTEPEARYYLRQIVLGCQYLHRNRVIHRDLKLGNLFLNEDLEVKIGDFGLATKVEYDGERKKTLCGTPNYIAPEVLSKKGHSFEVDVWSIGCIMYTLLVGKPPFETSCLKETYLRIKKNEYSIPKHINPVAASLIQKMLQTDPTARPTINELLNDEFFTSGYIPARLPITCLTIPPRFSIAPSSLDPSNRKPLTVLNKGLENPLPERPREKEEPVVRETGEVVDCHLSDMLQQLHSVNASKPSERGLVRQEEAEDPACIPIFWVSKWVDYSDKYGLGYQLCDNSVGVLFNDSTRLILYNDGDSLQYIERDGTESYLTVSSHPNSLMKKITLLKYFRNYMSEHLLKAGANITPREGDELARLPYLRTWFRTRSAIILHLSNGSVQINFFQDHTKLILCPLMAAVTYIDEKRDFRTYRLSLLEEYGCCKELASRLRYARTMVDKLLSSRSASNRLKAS
GLP1R ag – qHTS of GLP-1 Receptor Agonists; HEK293 GLP-1R CRE-luciferase, luminescence, 4-6 h; cells express a hypersensitive GLP-1R form; 0.007% of 380,000 active; Potency, µM (titrated, usually from 45.6 µM), for the others: at the highest dose activation, actives largely listed as activators; Glucagon-like peptide 1 receptor (Homo sapiens), P43220; AID 624172, 2012; also: potency is read from the fitted curve at half-maximal effect; % of control where 0% means no effect
IL2 activator – qHTS of IL-2 Activators | IL-2 activation reporter assay, cell-based qHTS; stimulated with anti-CD3/CD4/CD28 beads; in transgenic mouse T cells | activation, % (series mostly up to about 46 µM) | 0.065% of 360,000 active | AID 652025, 2013; in the data active = activation above about 50%; inconclusive = mostly about 30% to 49%; also: 0% is about no effect
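Unstimulated transgenic mouse T cells; 60-min compound exposure; bead-based TCR/CD4/CD28 stimulation; 18 h culture, 37 degrees C; dual fluorescence (EGFP, DsRed) plate cytometry.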
WRN inhibitor – qHTS for Inhibitors of WRN Helicase | Bifunctional 3'-5' exonuclease/ATP-dependent helicase WRN (Homo sapiens), Q14191 | WRN helicase unwinding, fluorescent forked duplex, kinetic | Potency, µM (titrated, usually from 114 µM), for the others: top-dose activity change, negative = inhibition, usual class: inhibitors | 0.46% of 360,000 active | AID 651768, 2012; also: potency is read from the fitted curve at half-maximal effect; % is scaled to controls: 0 for no effect and ±100 for the full control effect; nearly all actives have a fitted effect of over 55% in size
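Primary qHTS, 1536-well format. 20 nM WRN + compound, 15 min RT; start with 100 nM forked fluorophore/quencher duplex, 2 mM ATP (final); kinetic read ex 525/em 598 nm.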
Numbers without * were called inactive; u = inconclusive; x = no result given; & = joins results of further samples; [ ] = another dose, or the depositor's remark. Unless noted, calls follow the shape of the dose curve; as a rule, active = well fitted curve in the direction sought with a large enough effect; inconclusive = small, poorly fitted or top-dose-only effect, or another doubt; inactive = no such curve, though single readings can be large; an effect the other way counts as inactive or inconclusive.

1. CCOc1cc2c(C)cc(=O)oc2cc1Cl
2. CC(C)C(=O)Nc1nc(-c2ccccc2)ns1
3. Cc1cc(C(=O)N/N=C/c2ccc(O)c(O)c2O)c(C)n1-c1ccccc1
4. COc1ccc(NC(=O)CSc2n[nH]c(=O)n2C2CC2)cc1Cl
5. CCn1cc(S(=O)(=O)Nc2cc(C(=O)OC)ccc2C)cn1
6. Cc1ccccc1C1CC(c2cccs2)Nc2nnnn21 (configuration not stated)
7. O=[N+]([O-])c1ccc(CN2CC(N3CCC(c4ccccc4)CC3)CS2(=O)=O)cc1 (configuration not stated)
8. O=C(NN1CCOCC1)c1cc(-c2ccc(Cl)c(Cl)c2)nc2ccccc12
assay / entry	1	2	3	4	5	6	7	8
DRD3 agonist	7	-3	4	1	4	5	10	1
DRD3 antagonist	-13	-4	3	17	11	10	-24	5
GLP1R inv ag	38%[activator]	-22%	-4%	21%	-13%	-15%	-15%	23%
GLP1R cytotox	-5%	13%	-8%	0%	-10%	-10%	-12%	-4%
PI5P4K alpha inh	x	4	-62*	4	-5	-9	5	4
PLK1 PBD block	0%	-2%	6.7µM*	-4%	3%	-1%	-13%	1%
GLP1R ag	-1%	21%	-2%	5%	0%	4%	3%	0%
IL2 activator	-1.6	-2.4	4.8	1.0	-1.8	2.0	-1.1	-0.6
WRN inhibitor	0%[57.1 µM]	-12%	-5%	-15%	1%	-4%	-12%	8%

9. CN(C)S(=O)(=O)Nc1ccccc1F
10. CCCn1c(SCC(=O)Nc2cc(Cl)ccc2OC)nc(O)cc1=O
11. O=C(Nc1cc(Cl)ccc1O)c1snnc1-c1ccccc1
12. O=C(C[C@H]1CC[C@@H]2[C@H](COC[C@H](O)CN2C(=O)c2cnccn2)O1)NCc1ccc(Cl)cc1
13. CC(C)C(NC(=O)Cc1ccccc1)C(=O)N1CCN(c2cccc(Cl)c2)CC1 (configuration not stated)
14. Cc1noc(C)c1S(=O)(=O)NCCN1CCN(c2ccccc2)CC1
15. Cc1cc(Cl)c(S(=O)(=O)N2CC(C)OC(C)C2)cc1OCC(N)=O (configuration not stated)
16. COC(C[C@H]1O[C@H]1[C@@H](O)[C@@H](C)OCc1ccccc1)OC
assay / entry	9	10	11	12	13	14	15	16
DRD3 agonist	-6	0	3	-6	7	9	1	13
DRD3 antagonist	5	-13	28	-12	1	u	-3	13
GLP1R inv ag	25%	5%	0%	-5%	u	6%	1%	7%
GLP1R cytotox	9%	-3%	u	-2%	8%	-6%	-4%	0%
PI5P4K alpha inh	3	u	x	-4	4	0	2	0
PLK1 PBD block	-4%	-1%	-2%	-14%	-3%	-15%	-6%	-8%
GLP1R ag	4%	-4%	1%	x	-2%	0%	-3%	0%
IL2 activator	-4.4	0.0	-3.0	-0.8	0.3	-1.4	-1.9	0.3
WRN inhibitor	-18%	-13%	-14%	-5%	-5%	6%	-2%[57.1 µM]	5%

17. COc1ccccc1C(=O)NCC(=O)OC(C)C(=O)N(C)C1CCCCC1 (configuration not stated)
18. O=[N+]([O-])c1cc([N+](=O)[O-])c(Oc2c(F)cc(F)cc2F)cc1NN1CCCCC1
19. COc1ccccc1C(=O)C1CCCN(C(=O)c2cccnc2SC)C1 (configuration not stated)
20. O=C(COc1ccccc1Cl)NCc1ccccc1
21. O=C(c1ccccc1)c1cccn1CC(=O)N1CCCCCC1
22. Nc1c(C(=O)O)sc2nc(-c3ccccc3)cc(-c3ccc(F)cc3)c12
23. O=C(CN1C(=O)NC2(CCOc3ccccc32)C1=O)NCc1ccc(F)cc1 (configuration not stated)
24. Cc1noc(C)c1-c1ccc(C(=O)NC2CCCCC2)c2occc12
assay / entry	17	18	19	20	21	22	23	24
DRD3 agonist	1	-18	5	0	4	-8	6	-9
DRD3 antagonist	-2	18	5	3	13	0	-7	-11
GLP1R inv ag	8%	-14%	9%	u	-9%	u	-4%	0%
GLP1R cytotox	-4%	-12%	8%	-6%	-3%	14%	1%	5%
PI5P4K alpha inh	5	5	2	0	-7	-16	-3	-1
PLK1 PBD block	-9%	-6%	-2%	8%	-3%	u	-2%	-5%
GLP1R ag	8%	-3%	15%	2%	-1%	-4%	-2%	22%
IL2 activator	0.5	-0.1	-2.0	-0.8	-0.2	0.0	0.3	-0.9
WRN inhibitor	9%	-7%	-15%	7%	3%	-7%	-1%	-4%

Seven compounds picked at random from the list so far, as already listed:
21. O=C(c1ccccc1)c1cccn1CC(=O)N1CCCCCC1
19. COc1ccccc1C(=O)C1CCCN(C(=O)c2cccnc2SC)C1 (configuration not stated)
20. O=C(COc1ccccc1Cl)NCc1ccccc1
23. O=C(CN1C(=O)NC2(CCOc3ccccc32)C1=O)NCc1ccc(F)cc1 (configuration not stated)
17. COc1ccccc1C(=O)NCC(=O)OC(C)C(=O)N(C)C1CCCCC1 (configuration not stated)
24. Cc1noc(C)c1-c1ccc(C(=O)NC2CCCCC2)c2occc12
22. Nc1c(C(=O)O)sc2nc(-c3ccccc3)cc(-c3ccc(F)cc3)c12
assay / entry	21	19	20	23	17	24	22
DRD3 agonist	4	5	0	6	1	-9	-8
DRD3 antagonist	13	5	3	-7	-2	-11	0
GLP1R inv ag	-9%	9%	u	-4%	8%	0%	u
GLP1R cytotox	-3%	8%	-6%	1%	-4%	5%	14%
PI5P4K alpha inh	-7	2	0	-3	5	-1	-16
PLK1 PBD block	-3%	-2%	8%	-2%	-9%	-5%	u
GLP1R ag	-1%	15%	2%	-2%	8%	22%	-4%
IL2 activator	-0.2	-2.0	-0.8	0.3	0.5	-0.9	0.0
WRN inhibitor	3%	-15%	7%	-1%	9%	-4%	-7%

Next compounds follow:
25. Cc1occc1C(=O)NCc1ccc2c(c1)OCO2
26. COC1CCCN(C(=O)c2cccc(OC3CCN(S(C)(=O)=O)CC3)c2)C1 (configuration not stated)
27. CC(=O)c1cccc(CN2CCN(C3CCCCC3)C(CCO)C2)c1 (configuration not stated)
28. CSCCOC(=O)COc1ccc(/C=N/NC(=O)c2nn(C)cc2Cl)cc1
29. CCCCCC(=O)Nc1ccc(Cc2ccncc2)cc1
30. O=S(=O)(c1cc(Cl)ccc1Cl)N1CCN(Cc2ccc3c(c2)OCO3)CC1
31. O=C(CN1C(=O)/C(=C/c2ccc(F)cc2)SC1=S)NC1C=CS(=O)(=O)C1 (configuration not stated)
32. Cn1c(CCN2CCCCC2)nc2cc(NS(=O)(=O)c3ccccc3)ccc21
assay / entry	25	26	27	28	29	30	31	32
DRD3 agonist	1	5	-7	1	-3	-8	0	-10
DRD3 antagonist	30	2	-54*	5	u	0	-1	-11
GLP1R inv ag	-1%	-3%	0%	1%	-29%	u	8%	2%
GLP1R cytotox	-12%	-1%	-7%	-7%	-11%	4%	2%	-30%
PI5P4K alpha inh	-16	4	1	-3	-7	-5	1	6
PLK1 PBD block	-14%	-9%	-4%	0%	-5%	4%	-5%	1%
GLP1R ag	1%	0%	10%	16%	6%	-5%	4%	20%
IL2 activator	-0.1	-3.1	-1.9	-2.7	-0.1	-1.3	-0.7	-2.3
WRN inhibitor	8%	0%	-5%	-8%[57.1 µM]	-1%	4%	1%	6%

33. COc1ccc(-c2noc(CSc3nnc(-c4ccncc4)n3-c3ccc(F)cc3)n2)cc1OC
34. CC(C)Nc1oc(Cc2cccc3ccccc23)nc1C#N
35. CC(=O)c1ccc(OCC(O)CN2CCN(CCN3C(=O)c4cccc5cccc(c45)C3=O)CC2)cc1 (configuration not stated)
36. CCn1c(SCC(=O)NCC2CCCO2)nc2ccccc21 (configuration not stated)
37. O=C(c1ccc2ncsc2c1)N1CCN(c2cccc(C(F)(F)F)c2)CC1
38. CN1/C(=C\C=O)C(C)(C)c2ccccc21
39. CC(C)(C)c1cc(CCC(=O)NNC(=O)c2ccncc2)cc(C(C)(C)C)c1O
40. CCCCS(=O)(=O)N1CCCC(C(=O)Oc2ccccc2)C1 (configuration not stated)
41. Cc1ccc(S(=O)(=O)NCCC(=O)NCC(c2cccs2)N2CCOCC2)cc1 (configuration not stated)
42. C=CCNc1nc(C(=O)OCC(=O)N(Cc2ccccc2)C(C)C)cs1
43. O=C(Nc1ccc(F)cc1)N1CCN(c2ccc3nnc(-c4ccc(F)cc4)n3n2)CC1
assay / entry	33	34	35	36	37	38	39	40	41	42	43
DRD3 agonist	-1	-7	1	2	-1	-1	4	5	-9	-2	8&11
DRD3 antagonist	-5	-27	12	1	-1	-7	-1	11	-21	-4	17
GLP1R inv ag	40%[activator]	u	u	7%	u	13%	-8%	-10%	-4%	-19%	u
GLP1R cytotox	3%	34%	u	0%	-24%	4%	1%	4%	-1%	0%	-19%&-25%
PI5P4K alpha inh	x	-2	-7	6	-10	-6	4	0	1	-1	7
PLK1 PBD block	-6%	-11%	-1%	-6%	-18%	-11%	-9%	-10%	-12%	-3%	-2%
GLP1R ag	18%	3%	0%	6%	5%	2%	-3%	-1%	11%	10%	1%&17%
IL2 activator	-2.7	0.4	-1.1	0.1	-1.8	-3.8	0.5	0.9	-2.2	2.0	-4.0
WRN inhibitor	-5%[57.1 µM]	-10%	17%	3%	-4%	0%	-4%	2%	8%	-3%	-16%
